PKA-R2B act: activators of PKA-R2B holoenzyme, primary screen, biochemical, fluorescence polarization, Cy5-IP20, human. cAMP-dependent protein kinase catalytic subunit beta (Homo sapiens) + cAMP-dependent …. PKA-R2B holoenzyme dissociation; R2B truncated from residue 108, S112A mutant; 0% DMSO only, 100% 113 µM cGMP. activation, % at 11.4 µM. hit rate 0.079% among 340,000. AID 504700, 2011;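 active = activation above a cutoff set at the mean over all compounds plus 3 SD, cut at about 18% in these data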;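 also: higher means more holoenzyme dissociation and a rise in polarization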
Pemphigus Ab inh: inhibitors of pemphigus antibody binding to DSG3, primary screen, biochemical, bead-based, flow cytometry, scFv-GFP; Desmoglein-3 (Homo sapiens), P32926; DSG3-coupled beads, scFv-anti-DSG3-GFP binding; active compounds read low; binding (percent of control), % at 10 µM; hit rate 0.48% among 310,000; AID 588358, 2011;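 active = binding more than 3 SD below its plate's average and above zero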;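 also: hits lower antibody fragment binding to DSG3; some compounds called inactive have numbers as strong as hits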
Target sequence (P32926 whole entry, looked up, the tested form may be a part): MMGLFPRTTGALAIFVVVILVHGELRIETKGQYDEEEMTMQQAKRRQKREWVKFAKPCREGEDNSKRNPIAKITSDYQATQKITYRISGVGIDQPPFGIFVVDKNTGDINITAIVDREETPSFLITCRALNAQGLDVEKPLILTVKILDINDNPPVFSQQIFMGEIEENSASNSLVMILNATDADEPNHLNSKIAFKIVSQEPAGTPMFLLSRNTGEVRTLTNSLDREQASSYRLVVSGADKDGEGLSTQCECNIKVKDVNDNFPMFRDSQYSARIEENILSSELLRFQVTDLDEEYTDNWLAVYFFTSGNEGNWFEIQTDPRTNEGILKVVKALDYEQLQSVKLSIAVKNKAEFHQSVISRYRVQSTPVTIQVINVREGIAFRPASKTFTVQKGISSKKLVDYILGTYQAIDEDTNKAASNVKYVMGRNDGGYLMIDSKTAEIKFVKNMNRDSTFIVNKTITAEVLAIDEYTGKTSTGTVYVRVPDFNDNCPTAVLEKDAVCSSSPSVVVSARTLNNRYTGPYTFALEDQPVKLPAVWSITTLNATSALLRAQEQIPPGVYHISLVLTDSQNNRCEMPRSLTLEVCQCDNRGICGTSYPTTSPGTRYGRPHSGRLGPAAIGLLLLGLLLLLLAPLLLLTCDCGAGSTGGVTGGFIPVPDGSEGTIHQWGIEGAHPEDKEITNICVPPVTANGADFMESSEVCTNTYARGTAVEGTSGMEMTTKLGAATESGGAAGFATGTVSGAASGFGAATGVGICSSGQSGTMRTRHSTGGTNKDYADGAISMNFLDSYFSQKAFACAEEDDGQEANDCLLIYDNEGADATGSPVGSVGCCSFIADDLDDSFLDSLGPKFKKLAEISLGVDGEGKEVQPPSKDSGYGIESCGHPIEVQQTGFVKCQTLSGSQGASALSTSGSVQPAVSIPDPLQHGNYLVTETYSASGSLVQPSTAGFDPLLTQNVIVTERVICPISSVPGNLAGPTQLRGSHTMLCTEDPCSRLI
SR-BI DiI inh: inhibitors of SR-BI mediated HDL lipid uptake, primary screen, ldlA[mSR-BI] cells, fluorescence, single point | Scavenger receptor class B member 1 (Mus musculus), Q61009 | ldlA[mSR-BI] CHO cells, DiI-HDL uptake fluorescence, 3 h | inhibition, % at 12.5 µM | hit rate 0.96% among 320,000 | AID 488896, 2010;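 active = mean replicate inhibition of at least 70% and a set share of replicates each scoring 70 or more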;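 also: 0% = median of neutral control wells and 100% = median of positive control wells; values of inactives mirror those of a sister screen read the other way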
dFosB activator: activators of delta FosB homodimer, primary screen, biochemical, fluorescence polarization, TAMRA-CDK5 oligo, single point; hit rate 0.99% among 340,000; activation, % at 25 µM; Protein FosB (Mus musculus), P13346; AID 493131, 2011; purified delta FosB; percent of positive-control signal above neutral wells;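 active = mean activation above about 17%, with every replicate also reaching it, limit read from the data, passing the limit was not always enough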;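 also: fluorescence polarization rise as delta FosB binds a TAMRA Cdk5 AP-1 oligo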
CDK5 p35 inh: inhibitors of human CDK5/p35 kinase, primary screen, biochemical, single concentration; Cyclin-dependent kinase 5 (Homo sapiens) + Cyclin-dependent kinase 5 activator 1 (Homo …; Recombinant CDK5/p35, ADP-Glo luminescence, 60 min; inhibition, % at 10 µM; hit rate 0.01% among 330,000; AID 488839, 2010;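 active = highest replicate inhibition of at least 50% and at least 75% of replicates reaching 50%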;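 also: plate controls were DMSO neutral control for no effect and GW8510 at 10 µM for full effect; many of its hits are not listed in these tables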
SUMO Mot1 rescue: yeast Mot1-301 growth rescue at high temperature, primary screen, SUMOylation pathway inhibitor project, S. cerevisiae, ATP luminescence, 38.5C. hit rate 1% among 320,000. growth rescue, % at 18.8 µM. S. cerevisiae Mot1-301 growth rescue; percent above DMSO median, 100 means doubled;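 active = every valid replicate shows activation above 250% relative to neutral control wells; inactive = the rest, any valid replicate at or below 250%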;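 also: OY570 slx delta 5 strain wells were the positive control but not used for scaling; some compounds called inactive have numbers as strong as hits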
NSD2 HMT inh: NSD2 histone methyltransferase inhibitors, primary screen, biochemical, AlphaScreen, single concentration, set 2 | Histone-lysine N-methyltransferase NSD2 (Homo sapiens), O96028 | NSD2 peptide methylation, 120 min | inhibition, % at 12.5 µM | hit rate 0.54% among 310,000 | AID 743445, 2014; in the data active = inhibition above about 50%
SR-BI uptake up: activators of SR-BI mediated DiI-HDL uptake, primary screen, ldlA[mSR-BI] CHO cells, DiI fluorescence. 3 h; 100 = double the neutral-control signal. activation, % at 12.5 µM. hit rate 0.096% among 320,000;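 active = mean replicate activation of at least 60% and every replicate at or above 60%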;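 also: 0% = median plate neutral-control signal and 100% = twice that signal; values of inactives mirror those of a sister screen read the other way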
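System: CHO ldlA[mSR-BI] cells / Medium: HEPES-buffered (25 mM, pH 7.4) F12 plus 0.5% BSA / Probe or stimulus: labelled HDL, 10 µg/mL / Doses: single compound concentration, delivered by pin transfer / Schedule: 3 h, 37 °C / Measured by: DiI fluorescence, bottom read / Measure: cell-associated DiI fluorescence as measure of HDL uptake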
Arrestin-AP2 inh: inhibitors of beta-arrestin/AP2 binding, primary screen, biochemical, GPCR trafficking, flow cytometry; FITC-arrestin peptide / GST-AP2 beads; AP2 beta2 appendage carries R879A mutation; inhibition, % at 10 µM; hit rate 0.31% among 340,000; AID 504490, 2011; beta-arrestin 1 C-terminal peptide binding to AP2 beta2-adaptin appendage (human);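 active = inhibition above a set limit, near 3 SD of compounds lacking own fluorescence, cut at about 54% in these data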;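 also: plate controls were DMSO wells for no effect and 5 µM unlabelled arrestin peptide for full effect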
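System: GST-AP2 R879A bound to glutathione beads, E. coli-expressed. Also added: 50 nM FITC-arrestin peptide. Schedule: compound with beads 12 min RT, then probe 1 h RT. Signal: bead flow cytometry, FITC channel. Read-out basis: percent response.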
MITF TRPM1 HTS: activators of MITF-driven TRPM1 promoter reporter, primary screen, cell-based, SK-MEL-5, luciferase, single point; SK-MEL-5 TRPM1-promoter luciferase, 24 h; % of positive control, neutral wells = 0; AID 588334, 2011; hit rate 0.75% among 300,000; activation, % at 12.5 µM;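 active = mean activation of at least 80% with every replicate also reaching 80%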;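 also: 0% = neutral control wells and 100% = parthenolide positive control wells; values of inactives mirror those of a sister screen read the other way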
PKA-R1A act: activators of PKA-R1A holoenzyme, primary screen, biochemical, fluorescence polarization, Cy5-IP20, bovine R1A, mouse PKAc. cAMP-dependent protein kinase type I-alpha regulatory subunit (Bos taurus) + …. PKA-R1A dissociation; scaled: DMSO 0%, 113 µM cGMP 100%. hit rate 0.083% among 340,000. activation, % at 11.4 µM;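 active = percent activation above the mean of all tested compounds plus 3 SD, cut at about 19% in these data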;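 also: higher means more PKAc released from R1A so a rise in polarization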
* hit, by the source's call; . = no result given.

MITF TRPM1 HTS	dFosB activator	SUMO Mot1 rescue	PKA-R2B act	Pemphigus Ab inh	NSD2 HMT inh	CDK5 p35 inh	structure	SR-BI DiI inh	PKA-R1A act	SR-BI uptake up	Arrestin-AP2 inh
-12.0	-4.4	.	-8.0	103.9	.	-0.9	COc1ccc(N(CC(=O)N2CCc3ccccc32)S(=O)(=O)c2c(C)noc2C)cc1	-8.0	7.6	8.0	28.5
.	-8.1	-4.2	0.9	.	-0.3	-1.9	Cn1nc(C(=O)N2CCCC2)c2ccccc2c1=O	1.9	-10.7	-1.9	3.2
5.7	5.7	40.3	-7.4	98.9	.	-0.2	CC(C)C[C@@H](CC#N)N1CCN(Cc2ccccc2)CCC1=O	-27.4	1.4	27.4	-5.2
4.9	-0.6	.	6.4	107.4	2.2	-0.1	O=C(CSc1nnc(NC(=O)c2ccco2)s1)Nc1ccccc1F	-24.4	-6.4	24.4	3.2
-10.0	-7.3	7.6	-1.5	102.3	3.9	1.5	CC(C)c1ccc(/C=C/C(=O)NCc2ccc(S(N)(=O)=O)cc2)cc1	-0.3	-20.9	0.3	-0.4
-12.1	-3.9	.	2.9	102.6	-0.5	1.9	CC(C)(C)C(=O)Nc1cccc(-c2nnc(-c3cccc(NC(=O)C(C)(C)C)c3)o2)c1	68.9	11.3	-68.9	7.4
3.3	-5.9	4.0	2.9	103.6	0.0	-0.2	CS(=O)(=O)c1ccc(-c2cccc(NC(=O)c3ccco3)c2)nn1	-24.1	4.0	24.1	-2.7
5.9	3.3	21.8	-5.6	99.2	-7.4	0.0	COc1cccc2cc(C(=O)NCC3CCCO3)c(=O)oc12 (centres undefined)	-36.5	0.0	36.5	3.2
4.0	4.4	5.3	0.1	102.2	3.9	3.0	COC(=O)Cc1ccc(OC(=O)CCS(=O)(=O)c2ccc(C)cc2)cc1	-21.9	0.3	21.9	1.3
6.1	-8.7	0.9	-3.6	105.3	8.3	-0.7	O=C(O)c1ccc(-c2nc3scc(-c4ccccc4)c3c(=O)[nH]2)cc1	-10.9	-6.7	10.9	-3.5
4.0	5.9	13.4	-10.6	105.0	-0.8	-0.5	COc1ccc(-c2cc(C(F)(F)F)nc(NC3CCCC3)n2)cc1OC	52.8	-9.7	-52.8	23.7
7.2	1.7	-9.1	7.0	104.7	3.2	-1.4	CCOC(=O)CC1C(=O)NCCN1C(=O)c1cccc(C(F)(F)F)c1 (centres undefined)	-15.1	-18.6	.	-33.5
.	2.6	-25.0	-0.5	100.8	-0.8	0.8	Cc1cc(N2CCN(CC(O)C(F)(F)F)CC2)c2ccccc2n1 (centres undefined)	0.7	17.6	-0.7	10.9
8.1	13.6	27.4	-1.8	97.9	5.6	0.9	Cc1cnc(NC(=O)c2ccc3c(c2)C(=O)N(Cc2ccco2)C3=O)s1	44.3	-9.8	-44.3	-6.2
1.4	-3.9	16.8	0.7	.	-1.5	-4.6	COc1ccc(N2CCN(C(=O)Cn3ncc4c([nH]c5ccccc54)c3=O)CC2)cc1	-12.8	-6.5	12.8	1.8
7.9	-3.4	2.2	3.5	116.8	-0.8	-0.6	CCN(CC)C(=O)c1ccccc1NS(=O)(=O)c1ccc(OC)c(C(=O)N2CCOCC2)c1	.	-5.8	.	-3.8
61.2	-15.6	34.0	0.7	108.0	-0.8	0.6	Cc1nn(-c2ccccc2)c(Cl)c1/C=N/NC(=O)c1ccn[nH]1	7.3	-3.9	-7.3	-2.5
-1.3	-9.7	-12.7	7.5	82.2	2.8	-1.4	NC(=O)CSc1nnc(-c2ccc(S(=O)(=O)N3CCCCC3)cc2)n1-c1ccccc1	-11.9	-1.6	11.9	-2.1
-12.1	-5.3	27.3	3.7	102.8	0.7	-0.8	O=C(Cc1c(F)cccc1Cl)Nc1cccc(S(=O)(=O)NC2=NCCCCC2)c1	7.6	-12.6	-7.6	-2.3
-4.1	0.9	-13.0	2.7	96.5	-2.2	-1.2	CCOc1ccc2[nH]c(=O)c(CN(CCO)C(=O)c3ccc(F)cc3)cc2c1	.	3.1	.	-4.9

One compound at a time, as listed above.
CCOC(=O)CC1C(=O)NCCN1C(=O)c1cccc(C(F)(F)F)c1 (centres undefined) as listed: MITF TRPM1 HTS: 7.2; dFosB activator: 1.7; SUMO Mot1 rescue: -9.1; PKA-R2B act: 7.0; Pemphigus Ab inh: 104.7; NSD2 HMT inh: 3.2; CDK5 p35 inh: -1.4; SR-BI DiI inh: -15.1; PKA-R1A act: -18.6; SR-BI uptake up: .; Arrestin-AP2 inh: -33.5
Cc1cc(N2CCN(CC(O)C(F)(F)F)CC2)c2ccccc2n1 (centres undefined) as listed: MITF TRPM1 HTS: .; dFosB activator: 2.6; SUMO Mot1 rescue: -25.0; PKA-R2B act: -0.5; Pemphigus Ab inh: 100.8; NSD2 HMT inh: -0.8; CDK5 p35 inh: 0.8; SR-BI DiI inh: 0.7; PKA-R1A act: 17.6; SR-BI uptake up: -0.7; Arrestin-AP2 inh: 10.9
O=C(CSc1nnc(NC(=O)c2ccco2)s1)Nc1ccccc1F as listed: MITF TRPM1 HTS: 4.9; dFosB activator: -0.6; SUMO Mot1 rescue: .; PKA-R2B act: 6.4; Pemphigus Ab inh: 107.4; NSD2 HMT inh: 2.2; CDK5 p35 inh: -0.1; SR-BI DiI inh: -24.4; PKA-R1A act: -6.4; SR-BI uptake up: 24.4; Arrestin-AP2 inh: 3.2

Remaining list, next part
MITF TRPM1 HTS	dFosB activator	SUMO Mot1 rescue	PKA-R2B act	Pemphigus Ab inh	NSD2 HMT inh	CDK5 p35 inh	structure	SR-BI DiI inh	PKA-R1A act	SR-BI uptake up	Arrestin-AP2 inh
2.8	-1.3	209.1	-4.3	94.9	28.3	1.5	C/C(=N\N(Cc1ccccc1)c1ccccc1)c1ccncc1	16.6	-0.6	-16.6	-1.9
8.1	-6.0	-34.8	3.8	100.0	3.0	-1.0	CC(C)(C)NC(=O)C(c1ccncc1)N(Cc1ccc(F)cc1)C(=O)c1ccc(-c2ccccc2)[nH]1 (centres undefined)	27.0	-10.0	-27.0	28.0
-20.7	-2.3	11.6	-0.4	96.2	1.7	1.3	COc1ccc(Nc2cc(C(=O)NCCCN3CCOCC3)c3ccccc3n2)cc1	2.6	1.4	-2.6	4.5
-8.0	-9.7	.	-4.7	101.9	0.0	0.1	CCN(CC(=O)Nc1c(C(=O)OC)[nH]c2ccc(Cl)cc12)c1ccc2c(c1)OCO2	.	-7.8	.	21.1
-9.0	5.2	-10.6	-4.1	108.1	0.7	0.1	COC(=O)c1ccccc1NC(=O)NCc1ccccc1	2.7	-4.6	2.1	0.7
-5.8	-12.5	78.5	0.6	.	-2.4	-2.9	CCOC(=O)c1cc(OCC(=O)NC(C)C(C)C)cc(C(=O)OCC)c1 (centres undefined)	.	-5.8	.	-3.8
4.7	-1.0	13.4	-5.9	99.7	-5.9	-0.4	COc1ccc(S(=O)(=O)N2CCC(C(=O)NC3CCCCC3)CC2)cc1OC	9.5	-11.7	-9.5	-1.4
-4.2	-1.9	-8.2	-2.7	.	-0.3	4.3	COc1ccccc1NC(=O)COC(=O)c1ccc(S(=O)(=O)N2CCCCCC2)cc1	-17.0	-7.8	17.0	9.8
11.8	-6.7	175.7	14.0	102.9	-1.9	-0.4	CC(C(=O)Nc1sc2c(c1C#N)CCCCC2)N1C(=O)c2ccccc2C1=O (centres undefined)	-9.4	7.3	9.4	-5.7
-66.4	-6.5	216.3	-10.2	96.0	-3.2	-0.5	COc1ccc2nc(N3CCN(C(=O)c4ccc([N+](=O)[O-])o4)CC3)sc2c1	16.9	-1.8	-16.9	-0.7
0.1	-9.3	-1.6	7.2	112.5	.	.	Cn1nnnc1SCC1=C(C(=O)O)N2C(=O)[C@@H](NC(=O)[C@H](O)c3ccccc3)[C@H]2SC1	2.4	8.2	10.2	-0.5
13.8	-39.9	-1.3	2.2	102.5	.	-0.4	COc1cc(OC)cc(-c2cc3ncccc3cn2)c1	13.7	-4.4	-13.7	2.4
1.1	0.6	58.6	-4.5	105.7	105.9*	3.4	CCOC(=O)CCCCC(=O)c1[nH]c(=O)[nH]c1CSc1nc(C)cc(=O)[nH]1	-14.9	-13.3	14.9	-19.2
52.3	1.3	-2.4	-12.5	98.4	-3.7	1.2	COc1ccc(NC(=O)c2cc(C)no2)cc1	-17.6	-16.1	17.6	4.4
.	-10.4	2.5	10.3	98.7	.	-0.5	COC(=O)C(C)Sc1nnc2n(-c3cccc(C)c3)c(=O)c3c4c(sc3n12)CCCC4 (centres undefined)	-11.0	3.2	11.0	15.9
2.3	-0.7	13.1	-7.0	104.5	-1.3	1.7	CCNc1nc(NC(C)(C)C)nc(SCC(N)=O)n1	-11.2	-7.7	11.2	-19.5
-0.6	-2.3	-4.1	-3.6	97.2	-2.5	-0.6	CSCCC(N=C(NS(=O)(=O)c1ccc(Br)cc1)c1ccccc1)C(=O)O (centres undefined)	-12.2	-3.3	12.2	0.6
7.7	3.5	23.2	-10.2	110.0	3.0	-0.9	COc1ccc(S(=O)(=O)N(C)CC(=O)N2CCCCCC2)cc1	3.2	-8.8	-3.2	32.2
-3.9	2.9	.	-7.0	100.7	.	-1.4	CCOC(=O)CC1(C)NC(C(=O)O)C(C)(C)S1 (centres undefined)	-9.7	2.0	9.7	29.2

Screens: PubChem, several laboratories
